Compound activity (PubChem)
PLC-beta3 inh = blocks human PLC-beta3 enzyme activity | AID 720704 | 370,000 compounds, 0.18% hits | inhibition, % at 12.2 µM | Q01970 | Purified PLC-beta3, fluorogenic substrate, fluorescence; in the data active = inhibition above about 11%;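 also: 0% = median of compound wells on plate and 100% = full blocker control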
KLK7 zymogen act = activators of human kallikrein-7 zymogen; purified proKLK7, EDANS-DABCYL substrate fluorescence; 100% is mature enzyme control, 0% vehicle; activation, % at 7 µM; P49862; 370,000 compounds, 0.9% hits;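 active = activation above the mean of all tested compounds plus 3 SD, computed per campaign excluding outliers beyond control limits, cut at about 13% in these data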
Target sequence (P49862 whole entry, looked up): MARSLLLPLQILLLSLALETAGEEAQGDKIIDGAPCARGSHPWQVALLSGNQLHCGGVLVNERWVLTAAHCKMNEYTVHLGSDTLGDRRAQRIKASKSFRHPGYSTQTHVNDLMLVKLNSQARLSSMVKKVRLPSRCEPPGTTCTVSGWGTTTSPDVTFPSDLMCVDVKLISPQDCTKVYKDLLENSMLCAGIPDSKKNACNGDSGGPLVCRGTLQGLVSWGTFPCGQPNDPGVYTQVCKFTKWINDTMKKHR
DDE Tn7 FP inh = disrupts Tn7 cyclic peptide binding to fibrin D-Dimer-E complex. inhibition, % at 8.3 µM. AID 720508. FP displacement of FITC-Tn7 peptide from fibrin DD(E); 0% = median of compound wells per plate. P02675. 370,000 compounds, 0.13% hits;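 active = inhibition above the mean of compounds falling within the control limits plus 3 SD of them, cut at about 14% in these data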;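 also: 0% = plate median of compound wells and 100% = 10 µM Aha-Tn7 peptide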
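Also added: labelled Tn7 tracer, 0.1 µM; Assay system: human fibrin DD(E) protein; Amount: 2 µM fibrin DD(E); Schedule: 10 min compound pre-incubation, 3 h probe incubation at room temperature; Repeats: one replicate per compound; Read-out basis: percent inhibition; Measured by: fluorescence polarization of the labelled Tn7 tracer.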
PLC-gamma1 inh = PLC-gamma1 (human) inhibition, primary screen | P19174 | inhibition, % at 12.2 µM | AID 720700 | 370,000 compounds, 0.84% hits | purified PLC-gamma1, fluorogenic substrate, fluorescence; in the data active = inhibition above about 9.5%
UHRF1 binding = blocks human UHRF1 binding to methylated DNA | 370,000 compounds, 0.75% hits | inhibition, % at 4.4 µM | Q96T88 | UHRF1 binding to methylated oligo, TR-FRET; in the data active = inhibition above about 21%;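 also: UHRF1 SRA domain binding a hemimethylated CpG hairpin DNA probe; 0% = median of test compound wells and 100% = reference inhibitor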
ARFGAP1 inhibitor = rat ARFGAP1 inhibition. inhibition, % at 16.5 µM. AID 651572. Arfgap1-stimulated ARF1 GTP hydrolysis, GDP FP detection. 360,000 compounds, 0.26% hits;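 active = inhibition above a per-plate limit, mean inhibition of low control wells plus 3 SD, cut at about 25% in these data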;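 also: 0% = DMSO wells with enzyme and 100% = wells lacking Arfgap1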
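Material: rat Arfgap1 GAP domain (His6, aa 1-136), purified enzyme. Also added: human ARF1(Δ1-17)-GTP substrate. Compound dosing: 16.5 µM single point, 1.26% DMSO. Timing: enzyme reaction 120 min at 25 °C after 20 min preincubation. Signal: GDP detection by fluorescence polarization. Read-out basis: percent inhibition of GAP-stimulated GDP formation, scaled between DMSO and no-Arfgap1 medians.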
ASAP1 GAP inh = ASAP1 ArfGAP inhibition; 360,000 compounds, 0.19% hits; inhibition, % at 16.5 µM; Q9ULH1; ASAP1-stimulated ARF1 GTP hydrolysis, GDP FP detection; in the data active = inhibition above about 25%;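 also: 0% = vehicle with enzyme and substrate and 100% = no enzyme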
Target sequence (Q9ULH1 325-724 limits assumed): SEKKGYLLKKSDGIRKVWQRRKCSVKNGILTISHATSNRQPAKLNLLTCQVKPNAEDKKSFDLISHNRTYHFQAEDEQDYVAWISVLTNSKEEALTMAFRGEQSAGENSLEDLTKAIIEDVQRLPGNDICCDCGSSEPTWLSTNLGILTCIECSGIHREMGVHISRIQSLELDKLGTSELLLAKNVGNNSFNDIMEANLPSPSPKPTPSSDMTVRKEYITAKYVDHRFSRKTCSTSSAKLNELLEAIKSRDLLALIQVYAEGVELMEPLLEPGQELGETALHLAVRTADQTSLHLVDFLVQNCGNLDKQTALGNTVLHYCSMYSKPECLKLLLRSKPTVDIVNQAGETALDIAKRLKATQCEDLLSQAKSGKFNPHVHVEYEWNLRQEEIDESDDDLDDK
DDE Tn6 FP inh = inhibitors of Tn6 peptide binding to human fibrin DD(E); AID 720509; Fibrin DD(E) TRITC-Tn6 fluorescence polarization displacement; 370,000 compounds, 0.21% hits; P02675; inhibition, % at 8.3 µM;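 active = inhibition above a per-campaign cutoff: mean of compounds within control limits plus 3 SD, cut at about 15% in these data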;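 also: 0% = median of all compound wells on the plate and 100% = blocking peptide control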
ADAM17 inh = inhibitors of human ADAM17. recombinant ADAM17, EDANS/DABCYL FRET peptide cleavage. AID 720648. inhibition, % at 6.95 µM. 370,000 compounds, 0.83% hits;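 active = inhibition above the mean of compounds lying between control limits plus 3 SD, set per campaign, cut at about 8.5% in these data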;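 also: 0% = DMSO-only wells as the low control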
MBD2 inh = MBD2-methylated oligo binding inhibition; inhibition, % at 4.4 µM; TR-FRET, MBD2 binding to methylated oligonucleotide; AID 686964; Q9UBB5; 370,000 compounds, 0.31% hits; in the data active = inhibition above about 13%
Target sequence (Q9UBB5 whole entry, looked up): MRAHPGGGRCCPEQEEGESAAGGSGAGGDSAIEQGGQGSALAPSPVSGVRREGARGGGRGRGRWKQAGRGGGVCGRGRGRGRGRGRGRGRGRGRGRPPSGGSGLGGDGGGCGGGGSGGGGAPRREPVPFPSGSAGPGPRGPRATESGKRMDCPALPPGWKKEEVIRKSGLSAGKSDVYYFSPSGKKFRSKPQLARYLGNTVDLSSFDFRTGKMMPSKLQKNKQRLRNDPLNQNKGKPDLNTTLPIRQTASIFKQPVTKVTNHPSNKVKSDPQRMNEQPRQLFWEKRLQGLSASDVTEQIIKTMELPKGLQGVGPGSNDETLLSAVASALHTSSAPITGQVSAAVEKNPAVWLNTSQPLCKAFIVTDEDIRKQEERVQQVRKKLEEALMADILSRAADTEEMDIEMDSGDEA
An asterisk follows results filed as active; i = inactive. Hits appear at their usual frequency (roughly 4.1% active in at least one column).

SMILES	PLC-beta3 inh	KLK7 zymogen act	DDE Tn7 FP inh	PLC-gamma1 inh	UHRF1 binding	ARFGAP1 inhibitor	ASAP1 GAP inh	DDE Tn6 FP inh	ADAM17 inh	MBD2 inh
COc1ccc2c(=O)c3c(=O)n(Cc4ccccc4)c(C(C)C)nc3oc2c1	-5	1.3	-4	3	-1	-2	-18	-1	0	2
CC1(C)C(=O)NC(=O)N1Cc1ccccc1	-2	-0.7	2	-1	-3	2	0	5	-1	2
O=C(Nc1nc2cc3c(cc2s1)OCCO3)C1CCCCC1	0	0.1	-3	6	-1	-6	-5	-5	-1	2
COc1ccccc1-c1csc(C(O)c2ccccc2)n1 (stereo not given)	0	0.1	-1	4	2	11	2	-2	3	0
CCS(=O)(=O)N1Cc2ccccc2CC1C(=O)Nc1nc2ccccc2[nH]1 (stereo not given)	-2	0.4	-3	-3	0	6	-6	4	0	5
COc1c(O)c(=O)n2c3ccccc3c3ccnc1c32	-187	10	-6	-145	-16	-7	-11	-4	-7	-16
N#CCCN(C(=O)c1cc2c(s1)-c1ccccc1S(=O)(=O)C2)c1ccccc1	-3	-0.4	-4	8	-3	-16	-11	-1	-3	-5
O=c1c2ccccc2nc(SCCN2CCOCC2)n1CCc1ccccc1	-1	0.4	1	3	2	-1	-7	-1	0	3
CCN(C[C@H]1N[C@@](C)(C(=O)OC)[C@H]2C(=O)N(C)C(=O)[C@@H]12)C(=O)c1ccc(C)cc1	10	-0.2	-9	5	4	-5	5	2	8	2
O=C(NCCN1CCOCC1)c1cc2c(=O)n3ccccc3nc2n1Cc1ccccc1	i	41*	2	i	-5	2	12	-9	i	-5
CC(=O)C(Sc1nnnn1-c1ccccc1)C(C)=O	-4	0.2	-1	2	3	4	3	5	2	-3
Cc1cnc(C(=O)OCC(=O)Nc2ccc(C)c(S(=O)(=O)N3CCOCC3)c2)cn1	-1	-0.4	5	-3	0	-7	2	1	-2	-7
Cc1c(C=O)c(Cl)n(C)c(=O)c1C#N	-22	2.3	-1	-13	-3	28*	20	3	-9	-5
CCN1C(=O)c2ccc(C(=O)NCc3ccc4c(c3)OCO4)cc2C1=O	1	-1.0	1	-1	0	8	4	7	2	-2
CCCCC1CCC(c2nc(-c3cccnc3)no2)CC1 (stereo not given)	-3	0.1	2	0	2	-11	3	-4	-6	-1
CCCCc1nc2sc3c(c2c(=O)[nH]1)CC(C)(C)OC3	-8	0.1	3	0	2	6	-12	5	-4	5
CN1OC[C@@H]2CN(C(=O)CCc3ccccc3)[C@H](c3cccc(-c4ccccc4)c3)C[C@@H]21	2	0.8	-6	1	1	4	0	-3	0	0
Cc1cnc(C(=O)Nc2cccc3cccnc23)cn1	-3	0.2	0	-3	-4	-5	4	3	-5	3
C#CC(C)(C)NC(=O)c1ccc(-c2ccccc2F)cc1	-6	-0.2	2	3	7	-3	-7	-3	-3	6
C/C(CC(=O)Nc1cc(Cl)ccc1Cl)=N\NC(N)=S	0	0.5	-6	-1	-1	5	10	-4	2	2
COC[C@H]1CCCN1c1ccc2c(c1)O[C@H](COCc1ccccc1)CN([C@H](C)c1ccccc1)S2(=O)=O	4	0.5	1	3	-2	5	3	-4	2	-1
C=CCOC(=O)C1=C(C)NC(=O)NC1c1ccc(Cl)cc1 (stereo not given)	3	0.1	-3	1	0	6	-3	1	1	-1
COc1cc(C(=O)NC2CCN(Cc3ccccc3)CC2)cc(Cl)c1OC(C)C	-4	-0.3	6	0	-1	12	0	-6	-3	2
CC(C)(C)OC(=O)[C@H](Cc1ccccc1)NC(=O)c1nc[nH]c1C(=O)N1CCc2ccccc2C1	4	-0.1	2	-1	-1	16	5	0	4	3
CN(C)S(=O)(=O)c1cccc(NC(=O)C(c2ccccc2)c2ccccc2)c1	3	-0.9	6	-1	-3	-6	-3	-6	-2	-1
CS(=O)(=O)c1ccccc1C(=O)Nc1ccc(-c2nc3ccccc3o2)cc1	-6	0.5	-5	-1	-4	-3	-3	2	-2	0
CC1Sc2ccc(S(=O)(=O)CCC(=O)Nc3ccccn3)cc2NC1=O (stereo not given)	-7	-0.5	-2	1	-1	3	-2	1	-2	0
Cc1ccc(NC2=CC(=O)CC(c3ccc(Cl)cc3)C2)cc1 (stereo not given)	-24	0.1	0	-25	-1	-5	-5	-3	-14	3
CCCCCC(=O)NC(=S)Nc1ccc(N2CCOCC2)cc1	-2	0.4	3	0	3	12	1	-2	-2	0
COc1ccc(C(=O)NNC(=O)CSc2nc(C(C)C)nc3ccccc23)cc1	-4	-0.4	0	0	3	5	-3	1	0	-3
Cc1ccccc1CSc1nccn1-c1ccccc1	0	0.3	-4	0	0	0	10	-4	-5	3
Cc1cc(C)cc(NC(=O)C/C(N)=N/O)c1	3	-0.4	-3	-3	0	-12	-14	6	-1	-3
Cc1cc(C)n2nc(SCC(=O)Nc3c(C)n(C)n(-c4ccccc4)c3=O)nc2n1	2	0.2	-9	4	-2	9	2	-9	0	3
CCOC(=O)CSC(CC)C(=O)Nc1nnc(C(C)C)s1 (stereo not given)	3	1.0	3	1	2	-6	7	12	-3	2
O=S(=O)(Nc1ccc(-c2ccccc2)cc1)c1ccccc1	3	-0.3	9	3	0	10	5	2	7	1
O=C1CC(N2CCN(c3ccccc3Cl)CC2)C(=O)N1c1cccc(F)c1 (stereo not given)	6	0.3	-5	1	0	-14	-1	0	1	0

Exported as a markdown table: entries from further up
| structure | PLC-beta3 inh | KLK7 zymogen act | DDE Tn7 FP inh | PLC-gamma1 inh | UHRF1 binding | ARFGAP1 inhibitor | ASAP1 GAP inh | DDE Tn6 FP inh | ADAM17 inh | MBD2 inh |
| --- | --- | --- | --- | --- | --- | --- | --- | --- | --- | --- |
| CCCCCC(=O)NC(=S)Nc1ccc(N2CCOCC2)cc1 | -2 | 0.4 | 3 | 0 | 3 | 12 | 1 | -2 | -2 | 0 |
| COc1ccc(C(=O)NNC(=O)CSc2nc(C(C)C)nc3ccccc23)cc1 | -4 | -0.4 | 0 | 0 | 3 | 5 | -3 | 1 | 0 | -3 |
| Cc1ccccc1CSc1nccn1-c1ccccc1 | 0 | 0.3 | -4 | 0 | 0 | 0 | 10 | -4 | -5 | 3 |
| Cc1cc(C)cc(NC(=O)C/C(N)=N/O)c1 | 3 | -0.4 | -3 | -3 | 0 | -12 | -14 | 6 | -1 | -3 |

(cont.)
SMILES	PLC-beta3 inh	KLK7 zymogen act	DDE Tn7 FP inh	PLC-gamma1 inh	UHRF1 binding	ARFGAP1 inhibitor	ASAP1 GAP inh	DDE Tn6 FP inh	ADAM17 inh	MBD2 inh
O=C(COC(=O)c1cccc([N+](=O)[O-])c1)NC1CCCC1	-8	-0.2	-3	1	5	10	2	8	-6	-2
CCc1nc2c(OCCC3CCCCC3)cccn2c1N(C)C(=O)c1ccc(C)cc1	3	1.0	5	10*	1	3	-10	-7	15*	-9
Cc1ccc(S(=O)(=O)N2CCOCC2)cc1NC(=O)CNCc1ccccc1Cl	3	-0.7	-10	5	0	8	-12	-3	4	-5
COc1ccc(OC)c(S(=O)(=O)N2CCC(C(=O)Nc3ccc(C)c(C)c3)CC2)c1	3	0.2	3	0	3	11	-3	8	3	2
C#CCOCCOCCOCCNc1nc(N2CCN(C(=O)[C@H]([C@@H](C)CC)n3cc([C@@H](N)Cc4ccc(O)cc4)nn3)CC2)nc(N2CCN(C(=O)[C@H](Cc3ccc(O)cc3)n3cc([C@@H](N)C(C)CC)nn3)CC2)n1 (stereo not given in full)	3	-0.1	-2	1	0	0	6	1	-4	-4
O=C(Cc1ccccc1)c1nnc(-c2ccccc2)o1	-4	0.1	-2	6	0	4	16	-9	-4	6
CCc1ccc(CNC(=O)C2Cc3cc(S(=O)(=O)N4CCCC4)ccc3N2C(C)=O)cc1 (stereo not given)	-7	-0.1	5	4	-3	6	-6	5	-1	0
COc1cc(C2C3=C(CCCC3=O)Nc3[nH]n(-c4ccccc4)c(=O)c32)ccc1OC(C)=O (stereo not given)	-5	-0.6	8	-4	-8	-9	1	3	-4	-12
COc1ccccc1C(=O)Nc1ccc(S(=O)(=O)N2CCCC2)cc1	0	0.1	2	0	-1	-1	-7	-3	-3	-1
O=C(COC(=O)[C@H](Cc1ccccc1)NC(=O)c1ccco1)NC(c1ccccc1)c1ccccc1	3	0.3	6	0	0	1	-2	6	1	-8
NS(=O)(=O)c1ccc(NC(=O)CSc2nc3c(c(=O)[nH]2)CCCC3)cc1	-3	-0.6	5	7	-1	8	-9	0	-1	-2
Cc1ccccc1NC(=O)C12CC3CCC1(C)C3(C)CO2 (stereo not given)	2	-0.3	6	0	2	-5	-1	5	-1	-2
CCCCCC(C)NC(=S)NC(=O)c1cc(S(=O)(=O)N2CCOCC2)ccc1C (stereo not given)	1	0.1	4	-2	-1	-2	-4	2	5	2
CC(=O)OCc1cc(-c2nc3ccccc3[nH]c2=O)nn1-c1ccc(Cl)cc1	-27	-1.6	-4	-18	0	-20	-3	7	-22	-2
CCOC(=O)c1c(C)[nH]c(C(=O)COC(=O)Cn2cc(C(F)(F)F)ccc2=O)c1C	-2	0.1	-4	-4	5	7	4	-1	-2	4
OC1CCCN(CC(O)COC(c2ccccc2)c2ccccc2)C1 (stereo not given)	-6	0.6	1	0	0	7	12	-1	-3	1
Cc1ccc(Nc2nc(C)c3c(n2)CC(C)CC3=O)c(C)c1 (stereo not given)	-27	-0.3	3	-20	28*	5	5	4	0	-6
O=C(NCCn1cc(SCc2ccccc2F)c2ccccc21)c1c(F)cccc1F	-7	0.4	5	4	2	-5	1	-9	8	-3
O=C(OCc1ccccc1)N1CCC2CC1c1cc(N3CCCCC3)ccc12 (stereo not given)	2	0.0	-6	3	4	10	-10	-2	-2	-5
O=C(CCN1C(=O)c2ccccc2C1=O)NCCN1CCOCC1	2	0.6	-1	5	0	6	-13	1	-1	4
CCn1cc(CN(C)C(=O)/C=C/c2ccc([N+](=O)[O-])cc2)c(C)n1	1	-0.7	4	3	10	-10	9	4	-3	-6
COCC(=O)NC1CCN(CC(=O)Nc2ccccc2[N+](=O)[O-])CC1	-5	-0.4	-1	3	0	1	-2	6	-5	-1
CC1(C)CC2CC(C)(CN2C(=O)c2cc(-c3ccccc3)on2)C1 (stereo not given)	-7	-0.1	1	2	1	-3	3	-3	-1	3
CCCCC(=O)N(C)c1c(C)nc2ccc(C(=O)NCCOc3ccc(OC)cc3)cn12	-5	0.4	9	-7	1	9	-11	4	-3	2
Cn1cnc2ncnc(Oc3ccc(Br)cc3)c21	2	-0.6	-8	2	-10	9	11	4	0	-2
CCCCc1cc(C(=O)Cc2ccccn2)c(O)cc1O	-20	1.0	-4	-17	0	9	4	0	-15	5
O=C(Cc1c(Cl)cccc1Cl)OCC(=O)N1CCOCC1	-6	-0.4	2	2	-2	-11	-3	0	-1	2
C=CC[C@@H](CC(=O)NCCO)C(=O)N[C@H](COC(=O)[C@@H](CC=C)Cc1ccc(F)cc1)Cc1c[nH]c2ccccc12	0	0.1	4	1	2	7	2	-8	2	3
